# High-throughput results: PubChem, National Center for Advancing Translational Sciences (NCATS)
# TDP1 cell noCPT = qHTS for Inhibitors of human tyrosyl-DNA phosphodiesterase 1 (TDP1): qHTS in cells in absence of CPT | Potency, µM (series often up to 46.2 µM), for inactives: at the highest dose activity change, negative = growth inhibition, actives largely listed as inhibitors | DT40 Tdp1-/- hTDP1 cells, no CPT, ATP luminescence, 48 h | actives 15% (n = 420,000); further: nearly all actives have a fitted effect of over 55% in size
#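 Stably hTDP1-transfected Tdp1-null chicken DT40 cells were treated with library compounds minus camptothecin and grown for at least 48 hr at 37 °C, after which cellular ATP was quantified by luminescence.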
# N370S GC = N370S glucocerebrosidase modulation, Gaucher chaperone candidate; P04062; N370S GC spleen homogenate, 4MU-glucoside fluorescence; Potency, µM (top dose mostly 59.4 µM), inactives show at the highest dose activity change, negative = inhibition, most hits filed as inhibitors; actives 0.092% (n = 330,000); AID 2101;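 further: 0% = full enzyme activity and -100% = no enzyme basal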
# TDP1 inh = inhibitors of human tyrosyl-DNA phosphodiesterase TDP1. Q9NUW8. recombinant TDP1, AlphaScreen DNA substrate cleavage. Potency, µM (highest dose often 130 µM), inactives show at the highest dose activity change, negative = inhibition, actives largely listed as inhibitors. actives 0.28% (n = 350,000); further: nearly all actives have a fitted effect of over 40% in size
# Target sequence (Q9NUW8 whole entry, looked up): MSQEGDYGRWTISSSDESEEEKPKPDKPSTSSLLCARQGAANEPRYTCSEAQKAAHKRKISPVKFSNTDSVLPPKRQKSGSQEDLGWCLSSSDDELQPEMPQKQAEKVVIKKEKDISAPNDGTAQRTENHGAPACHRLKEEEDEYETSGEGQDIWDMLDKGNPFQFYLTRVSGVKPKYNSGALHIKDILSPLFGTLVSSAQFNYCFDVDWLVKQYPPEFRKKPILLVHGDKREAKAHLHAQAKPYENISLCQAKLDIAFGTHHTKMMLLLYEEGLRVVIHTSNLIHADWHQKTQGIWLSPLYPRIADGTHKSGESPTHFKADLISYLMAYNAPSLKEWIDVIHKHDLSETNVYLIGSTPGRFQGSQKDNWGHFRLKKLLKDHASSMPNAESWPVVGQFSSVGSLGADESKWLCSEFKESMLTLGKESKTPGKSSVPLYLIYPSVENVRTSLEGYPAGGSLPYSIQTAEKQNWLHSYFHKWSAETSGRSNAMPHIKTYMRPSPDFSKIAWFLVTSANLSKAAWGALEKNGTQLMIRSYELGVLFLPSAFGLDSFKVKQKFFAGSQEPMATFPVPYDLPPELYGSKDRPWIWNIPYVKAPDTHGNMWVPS
#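 Recombinant E. coli-expressed Tdp1 (1 nM) preincubated with compound 15 min at RT, then 5'-biotin/3'-phosphotyrosine-FITC DNA substrate (15 nM) added for 5 min. AlphaScreen beads (10 ug/ml) added, 10 min RT; tyrosine-FITC cleavage read as signal loss.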
# * hit, by the source's call; ? = inconclusive; . = not tested or not shown; & = joins results of further samples; [ ] = remark or other dose. The call rests on the fitted dose curve; in most records, active means well fitted curve in the direction sought with a large enough effect; inconclusive means small, poorly fitted or top-dose-only effect, or another doubt; inactive means no such curve, though single readings can be large; an effect the other way counts as inactive or inconclusive. Unless noted, on the % scale 0 is the no-effect control and ±100 the full control effect; potency means the concentration at half of the fitted maximal effect. Some of the compounds tested, so the mix of outcomes need not match the whole.
Molecule,TDP1 cell noCPT,N370S GC,TDP1 inh
Cc1ccccc1Cn1cc(NC(=O)CSc2nc3c(c(C(F)(F)F)n2)CCc2ccccc2-3)cn1,?,28.0%,2.0%
Cc1nn(C2CCS(=O)(=O)C2)c(C)c1CN(C)C(=O)c1ccc(Cl)cc1 (stereo not given),8.5%,.,0.6%[56.1 µM]
CC1CCn2c(nc3cc(C(=O)NCc4ccccc4)ccc32)C1 (stereo not given),-26.7%,.,2.7%
O=C(Nc1ccccc1Cl)c1sccc1-c1ccccc1,?,17.3%,-13.9%
CC12CCC(=O)N1C(C(=O)N1CCN(S(=O)(=O)c3ccc(Br)cc3Cl)CC1)CS2 (stereo not given),?,-12.8%,-6.6%[0.505 µM]
COCCNc1ncnc2c1nc1n2CCCC1,0.9%,2.1%,.
COc1ccccc1NC(=O)C(Cc1ccccc1)NS(=O)(=O)c1cccc2nsnc12 (stereo not given),?,.,7.0%
CC(C)CN1C(=O)C(=O)N(CC(=O)c2ccc3c(c2)OCO3)C1=O,-14.4%,-9.5%,-0.2%[0.505 µM]
CCCN(CC(=O)Nc1ccccc1C)CC(=O)Nc1ccc(Br)cc1F,-18.8%,-17.6%,.
CC(C)c1nnc(SCC(=O)N2CCN(C(=O)c3ccco3)CC2)n1N,-0.7%,3.8%,8.3%
CCOc1ccccc1NC(=O)Cn1nnc2sc3c(c2c1=O)CCC(C(C)(C)C)C3 (stereo not given),5.17µM*,.,4.7%
N#Cc1cccc(NC(=O)CCc2ccc(S(=O)(=O)N3CCOCC3)cc2)c1,-13.4%,.,0.2%
Cc1ccc2cc(C#N)c(NCCNC(=S)NCCCN3CCOCC3)nc2c1,?,?,5.6%
O=C(OCC(=O)N1CCN(C(=O)c2ccco2)CC1)c1ccccc1,-13.4%,-5.1%,0.5%
CC(C)Cc1nnc(NC(=O)CCC(=O)NC2CCCC2)s1,-20.7%,-31.2%,3.8%
COc1ccc(/C=C(/C#N)C(=O)NC2CCCCC2)cc1Br,?,10.2%,-1.0%
CN(C)C(=O)CSc1cnc2ccccc2n1,?,3.5%,0.5%
Cc1nc(-c2ccc(S(=O)(=O)N3CCN(c4cccc(Cl)c4)CC3)cc2)co1,?,.,8.8%
O=C(O)c1ccccc1C(=O)NCCCCCCNC(=O)c1ccccc1C(=O)O,-6.2%,-0.6%,.
CC1CCN(C(=O)Cn2c(=O)oc3ccccc32)CC1,-21.9%,0.9%,2.5%

# Part of the list above in order of formula weight, largest number first.
Molecule,TDP1 cell noCPT,N370S GC,TDP1 inh
CC12CCC(=O)N1C(C(=O)N1CCN(S(=O)(=O)c3ccc(Br)cc3Cl)CC1)CS2 (stereo not given),?,-12.8%,-6.6%[0.505 µM]
Cc1ccccc1Cn1cc(NC(=O)CSc2nc3c(c(C(F)(F)F)n2)CCc2ccccc2-3)cn1,?,28.0%,2.0%
Cc1nc(-c2ccc(S(=O)(=O)N3CCN(c4cccc(Cl)c4)CC3)cc2)co1,?,.,8.8%
COc1ccc(/C=C(/C#N)C(=O)NC2CCCCC2)cc1Br,?,10.2%,-1.0%
CC(C)CN1C(=O)C(=O)N(CC(=O)c2ccc3c(c2)OCO3)C1=O,-14.4%,-9.5%,-0.2%[0.505 µM]
CC1CCN(C(=O)Cn2c(=O)oc3ccccc32)CC1,-21.9%,0.9%,2.5%
COCCNc1ncnc2c1nc1n2CCCC1,0.9%,2.1%,.

# Additional entries follow:
Molecule,TDP1 cell noCPT,N370S GC,TDP1 inh
O=C1c2ccccc2NC2(CCCCC2)N1N=C1CCCCC1,-29.5%,-1.9%,4.7%
Cc1ccc(C(NC(=O)N2CCCC2)C(Cl)(Cl)Cl)cc1F (stereo not given),20.6µM*,4.3%,2.7%
COc1cccc(CNCCSc2nnnn2C)c1OCc1ccccc1F,?,.,4.5%
CCNC(=O)CSc1nc2cc([N+](=O)[O-])ccc2n1-c1cccc(C(F)(F)F)c1,?,-11.2%,8.1%
Cc1ccc(-c2ccc(CCC(=O)O)n2Cc2ccco2)cc1,-7.2%,-0.3%,3.6%
O=C(C1CCN(c2nnc(N3CCCC3=O)s2)CC1)N1CCN(c2cccc(C(F)(F)F)c2)CC1,1.84µM*,-9.3%,2.7%
CCC/C=C(\CCC)C(NC(=O)c1ccc(C(F)(F)F)cc1)c1ccccc1 (stereo not given),.,-0.9%,2.1%
CCOc1cccc(C(=O)c2ccc(O)c(O)c2O)c1,?,6.7%,3.8%
O=C(c1noc2c1CCCC2)N1CCc2c([nH]c3ccccc23)C1c1ccccn1 (stereo not given),?,22.0%,5.4%
CC(=O)Nc1nc2c(s1)C(=O)NCC(C)(C)C2,5.9%,-4.7%,8.2%
CCN(CC)C1CCN(C(=O)c2cc(COc3ccccc3SC)on2)C1 (stereo not given),0.6%,-8.3%,6.3%
Cc1ccc(-n2c(N)c(C(=O)N3CCN(C)CC3)sc2=S)cc1,-20.4%,-3.3%,3.4%
Nc1nc(SCc2ccc(Br)cc2)[nH]c(=O)c1-c1ccccc1,-9.5%,5.7%,.
Cc1ccccc1Nc1nc(N)nc(COC(=O)c2ccc([N+](=O)[O-])o2)n1,?,.,1.7%
COc1ccc(N2CCN(C(=O)COC(=O)c3ccc(-n4nc(C)cc4C)cc3)CC2)cc1,-6.6%,.,3.6%
Cc1cc(=O)[nH]c(N/N=C/c2ccc(C)o2)n1,-15.7%,-10.3%,5.3%
Cc1nn(Cc2ccc(F)cc2)c(C)c1NC(=O)c1noc2c1CCc1ccccc1-2,16.4µM*,5.8%,0.9%&5.4%
Cc1ccc2c(c1)N(C(=O)N1CCC(C(=O)NCc3cccc(Br)c3)CC1)CCO2,20.6µM*,.,-3.9%
CCc1ccc(Nc2nnc(SCC(=O)NCCN3C(=O)CSC3=O)s2)cc1,?,1.7%,1.9%
CCOc1ccc(N=c2oc3cc(O)ccc3cc2C(=O)NCC2CCCO2)cc1 (stereo not given),-3.8%,13.4%,4.7%

# Continued.
# Below each SMILES – TDP1 cell noCPT, N370S GC, TDP1 inh
> COc1ccc(N2CCN(CCNC(=O)c3nnc(Cc4c(F)cccc4Cl)o3)CC2)cc1
 : -19.9%, -2.3%, 14.3%
> N#C/C(C(=O)N1CCCCC1)=C1/N=C(NC(=O)c2ccc(F)cc2)c2ccccc21
 : 11.9%, 0.9%, 3.7%
> Cc1ccccc1-n1ncc2c1CC(C)(C)CC2NC(=O)CSc1ccncc1 (stereo not given)
 : 16.4µM*, -0.5%, 3.6%
> NC(=S)Nc1cccc2cnccc12
 : -2.0%, 1.4%, 2.6%
> COc1ccc(OC)c(NC(=O)c2cc3oc4ccccc4c3cc2O)c1
 : 16.4µM*, -0.5%, -2.9%
> COc1ccc(NC(=O)CN2C(=O)S/C(=C/c3cccn3-c3ccc(C(=O)O)cc3)C2=O)cc1
 : ., 6.9%, 20µM*
> COc1ccc(-c2nc(N)n(S(=O)(=O)c3ccc(C)cc3)n2)cc1
 : ?, 9.8%, 7.9%
> CC(C)C(c1nnnn1C1CCCCC1)N1CCN(C(=O)c2ccco2)CC1 (stereo not given)
 : 0.6%, -3.5%, -0.3%[0.0935 µM]
> COc1ccc(O)c(/C=N/N2CCCCC2)c1
 : -4.0%, 6.9%, .
> COc1c(C)c2c(c(O)c1CC=C(C)CCC(=O)OCCN1CCOCC1)C(=O)OC2
 : ., -13.1%, 8.2%

# (continued)
# Below each SMILES – TDP1 cell noCPT, N370S GC, TDP1 inh
> O=C1CN(C(=O)CSc2ccccn2)c2ccccc2N1
 : -4.7%, ., -0.7%
> COc1cc2[nH]c(=O)n(Cc3ccc(C(=O)N4CCN(c5cc(Cl)ccc5C)CC4)cc3)c(=O)c2cc1OC
 : 5.17µM*, ., 8.8%
> COc1ccccc1-c1noc(-c2ccc(NCC3CCCO3)c([N+](=O)[O-])c2)n1 (stereo not given)
 : 8.2µM*, ., 8.6%
> CO[C@H]1COC(=O)C/C=C\[C@H](C)[C@H](OC)COC(=O)[C@@H](C)NC(=O)C/C=C\[C@@H]1C
 : ., 9.0%[12.8 µM], 7.9%[21 µM]
> O=C(NCC1CC1)C1(C(F)(F)F)CC(CCc2ccccc2)CCCO1 (stereo not given)
 : 20.6µM*, 1.8%, -3.2%
> COc1ccc(/C=C2\C(=O)ON=C2c2cccc([N+](=O)[O-])c2)cc1
 : ., 2.5%, 5.3%
> CCOc1ccc(CNC(=O)CC(C)n2nc(C)cc2C)cc1OC (stereo not given)
 : -0.9%, ., 3.2%
> CCCCN(CCCC)S(=O)(=O)c1ccc(C(=O)Nc2sc3c(c2C(N)=O)CCN(CC)C3)cc1
 : ?, ., 5.2%
> Cc1ccc(NC(=S)NNC(=O)c2cccc([N+](=O)[O-])c2)cc1Cl
 : -25.2%, -0.9%, 9.9%
> COc1ccc(CCC(=O)Nc2ccc(Br)cn2)cc1
 : ?, 4.6%, -2.1%

# Next compounds.
# Below each SMILES – TDP1 cell noCPT, N370S GC, TDP1 inh
> O=C(COc1ccc([N+](=O)[O-])cc1)NNC(=O)Nc1ccccc1F
 : 17.8%, 0.2%, 5.4%[56.1 µM]
> O=C(Nc1ccc(Cl)cc1)N1CCSc2ccccc21
 : -11.7%, 1.8%, 6.8%
> COc1cc2ccccc2cc1C(=O)Nc1ccccc1C
 : ?, 13.5%, .
> CC1CCCCC1NC(=O)Cn1cnc2ccccc2c1=O (stereo not given)
 : -13.3%, 1.6%, 2.0%
> CC1(OC(=O)c2cccs2)C(=O)C=C2C=C3CCCN3C=C2C1=O (stereo not given)
 : 10.2%, 0.2%[12.8 µM], .
> COc1ccccc1-c1nnc(C2CCN(C(=O)c3cccc(Cl)c3)CC2)o1
 : 16.4µM*, ., 6.4%
> N=C1C(c2nc3ccccc3s2)=C(O)CN1c1ccccc1
 : ?, 2.0%, -2.4%
> O=C(N/N=C/C(Br)=C/c1ccccc1)c1cccnc1
 : 2.06µM*, -4.7%, 5.0%
> COc1ccc(CCN(C(=O)COc2ccccc2)c2nc(-c3ccccc3)cs2)cc1OC
 : ?, 5.1%, 4.9%
> N#Cc1ccccc1NC(=O)CN1CCN(Cc2ccccc2)CC1
 : -13.7%, -7.5%, .

# (listing goes on)
# Below each SMILES – TDP1 cell noCPT, N370S GC, TDP1 inh
> Cn1cc(CNCc2ccccc2OCC(O)CN2CCc3ccccc3C2)cn1 (stereo not given)
 : -20.4%, 8.1%, 3.6%
> Cc1cc(=O)oc2c3c(cc(OCC(=O)NCCN4CCOCC4)c12)OC(C)(C)CC3
 : -28.9%, -6.2%, .
> CC1=C(C(=O)NCc2ccc(Cl)cc2)C2(CCC(C)CC2)OC1=O (stereo not given)
 : ?, 4.7%, 5.2%&1.2%
> COc1cc(OC)c(OC)cc1/C=N/Nc1nc2ccccc2[nH]1
 : -21.6%, -6.0%, 0.0%
> O=C(COc1ccc([N+](=O)[O-])cc1Cl)N1CCOCC1
 : -10.1%, -16.0%, -1.4%
> Cc1ccc(S(=O)(=O)CCSc2nc(C)cc(C)c2C#N)cc1
 : ?, 11.1%, 2.2%
> CCCCN(CCCC)S(=O)(=O)c1ccc(NC(=O)Cc2cccs2)cc1
 : 20.6µM*, 7.0%, -2.3%
> COC(=O)Nc1nn(-c2ccc(OC)cc2)c(=O)c(C#N)c1C
 : -2.0%, -10.2%, 0.0%
> Cn1c(COc2ccc(Br)cc2)nnc1SC1CCc2ccccc2C1=O (stereo not given)
 : ?, 5.2%, 5.4%
> Cc1nn(C)cc1CNC(=O)c1cccc(F)c1
 : -13.3%, 5.5%, 3.5%

# The results go on:
# Below each SMILES – TDP1 cell noCPT, N370S GC, TDP1 inh
> Cc1cc(N2CCN(C)CC2)n2nc(-c3ccc(Cl)cc3)nc2n1
 : ?, 5.2%, .
> COc1cccc(CSc2nnc(-c3ccco3)n2C)c1
 : -21.3%, -1.9%, 0.0%
> CCC(C)(C)n1nnnc1C(c1cc2cc(C)ccc2[nH]c1=O)N1CCCC1 (stereo not given)
 : -12.4%, 8.1%, 7.8%
> Cc1c[n+]([O-])n(-c2ccc(C(=O)O)cc2)n1
 : -14.8%, 3.1%, ?
> CCOC(=O)C1=C(C)NC(=O)NC1c1ccc(F)cc1 (stereo not given)
 : 4.0%, -0.9%, 0.0%
> O=C(N/N=C/c1ccc(F)cc1)c1cc[n+]([O-])cc1
 : -9.6%, -1.1%, 7.4%
> CC(=O)c1ccc(NC(=O)c2ccc(S(=O)(=O)N3CCCC3)cc2)cc1
 : 16.4µM*, -7.7%, 3.6%
> NNC(=O)c1sccc1OCc1ccc(Cl)cc1Cl
 : ?, -5.3%, -8.8%
> CCOC(=O)c1c(S(=O)(=O)Nc2ccc(CN3CCC(C)CC3)cc2)c(C)n(C)c1C
 : 6.7%, -0.8%, 3.1%
> CC(C)OC(=O)C(C(=O)C(F)(F)F)c1cc(NS(=O)(=O)c2ccc3ccccc3c2)c2ccccc2c1O (stereo not given)
 : 20.6µM*, 7.9%, 2.6%
> COC(=O)c1nnn(-c2nonc2N)c1CSc1nc2ccccc2o1
 : -6.9%, 2.9%, 2.0%
> CCN(C(=O)COC(=O)/C(C#N)=C/c1ccc(OC)cc1)C1CCS(=O)(=O)C1 (stereo not given)
 : -10.2%, 0.9%, .
